RXFP1 antagonist = antagonists of human relaxin receptor RXFP1 | Q9HBX9 | activity change, negative = inhibition, % at 57.5 µM | hit rate 0.59% among 350,000 | HEK293-RXFP1, relaxin-stimulated cAMP HTRF, 30 min; hits give low values;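 active = activity change of -60% or lower, but not beyond a set lower limit; inconclusive = change between -60% and -40%, or beyond the set limit; inactive = change above -40%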; note: % is set by controls: 0 for no effect and ±100 for the full control effect
D2 antag = antagonists of human D2 dopamine receptor. HEK293 TREx D2 cells, calcium flux, dopamine EC80. inhibition, % at 10 µM. hit rate 2% among 340,000; in the data active = inhibition above about 30%; note: 0% is about no effect
Target sequence (P14416 whole entry, looked up): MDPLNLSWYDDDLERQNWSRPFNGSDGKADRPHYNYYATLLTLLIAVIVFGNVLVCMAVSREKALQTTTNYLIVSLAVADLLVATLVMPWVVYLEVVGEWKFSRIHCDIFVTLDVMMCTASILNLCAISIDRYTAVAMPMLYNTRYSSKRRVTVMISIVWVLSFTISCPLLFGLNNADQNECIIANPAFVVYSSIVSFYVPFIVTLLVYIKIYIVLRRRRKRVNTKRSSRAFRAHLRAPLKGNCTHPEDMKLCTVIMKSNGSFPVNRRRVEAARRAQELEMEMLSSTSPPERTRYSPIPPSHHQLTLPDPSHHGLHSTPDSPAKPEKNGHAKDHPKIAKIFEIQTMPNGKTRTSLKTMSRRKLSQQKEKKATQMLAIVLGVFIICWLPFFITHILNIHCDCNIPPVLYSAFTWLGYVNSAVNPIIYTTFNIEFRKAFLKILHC
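Calcium flux kinetic readout in an inducible HEK293 TREx D2 line plated overnight at 30 C. After 180 s compound exposure, an EC80 dopamine challenge follows with another 180 s kinetic read to detect antagonism.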
D2 agonist = agonists of human D2 dopamine receptor | P14416 | HEK293 T-REx D2 cells, calcium flux agonist mode | activation, % at 2 µM | hit rate 0.53% among 340,000 | AID 485358;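 active = activation over 3 SD above normal in the single-dose calcium agonist read, cut at about 30% in these data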; note: 0% is about no effect
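Agonism is scored from calcium flux in a force-coupled, inducible HEK293 cell line expressing D2, read kinetically for 180 s after compound addition against dopamine controls.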
D1 antagonist = human D1 dopamine receptor antagonism | P21728 | HEK293 TREx D1 cells, calcium flux, dopamine EC80; hits give low values | activity change, negative = inhibition, % at 10 µM | hit rate 3.2% among 360,000; in the data active = activity change below about -30%; note: % is set by controls: 0 for no effect and ±100 for the full control effect
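Cells carrying a force-coupled, tetracycline-inducible human D1 receptor report calcium flux. Each well gets a 10 s baseline, compound with 180 s monitoring, then an EC80 dopamine stimulus with a second 180 s kinetic read.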
TRHR PAM = TRH receptor (human) allosteric enhancement; hit rate 0.66% among 360,000; P34981; TRHR cells, fluo-8 calcium fluorescence, EC20 TRH enhancement; enhancement, % at 2 µM; in the data active = enhancement above about 30%; note: 0% is about no effect
Target sequence (P34981 whole entry, looked up): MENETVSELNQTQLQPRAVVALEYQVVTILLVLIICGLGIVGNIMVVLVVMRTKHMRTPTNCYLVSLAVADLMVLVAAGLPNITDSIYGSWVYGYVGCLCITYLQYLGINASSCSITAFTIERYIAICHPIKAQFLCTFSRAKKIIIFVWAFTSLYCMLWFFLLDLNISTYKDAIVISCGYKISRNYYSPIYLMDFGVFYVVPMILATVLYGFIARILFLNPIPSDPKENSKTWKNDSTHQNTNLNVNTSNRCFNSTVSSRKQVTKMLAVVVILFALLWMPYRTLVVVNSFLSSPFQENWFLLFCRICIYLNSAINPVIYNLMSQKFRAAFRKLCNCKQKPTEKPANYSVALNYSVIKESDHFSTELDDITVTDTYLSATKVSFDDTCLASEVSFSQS
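TRHR-expressing cells loaded with fluo-8 calcium dye were read kinetically (ex 480/em 530) during compound addition, then stimulated with an EC20 of TRH (10 nM final). Enhancement of the Gq-mediated intracellular calcium response was scored.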
TRHR agonist = TRH receptor (human) agonism; P34981; TRHR cells, calcium flux fluo-8, FDSS agonist mode; activation, % at 2 µM; hit rate 0.18% among 360,000; AID 493084; note: 0% is about no effect
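Fluo-8-loaded TRHR cells; 10 s baseline, compound added, kinetic Ca2+ fluorescence read 1/s, agonist mode.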
D2 PAM = D2 dopamine receptor (human) potentiation. P14416. HEK293 T-REx D2, calcium flux, EC20 dopamine potentiation. potentiation, % at 10 µM. hit rate 0.34% among 340,000. AID 485347;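 active = potentiation over 3 SD above the plate norm, cut at about 30% in these data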; note: 0% is about no effect
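Calcium flux readout, no-wash dye, 1 read/s. Inducible HEK293 Trex D2 line, overnight 30 C. Compound alone 180 s (agonist flags), then EC20 dopamine, another 180 s to score potentiation.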
D1 ag = agonists of human D1 dopamine receptor | P21728 | HEK293 T-REx D1 cells, calcium flux, agonist mode | activation, % at 2 µM | hit rate 1% among 360,000; note: 0% is about no effect
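Tetracycline-induced HEK293 TREx D1 cells, force-coupled to calcium signalling, were dye-loaded with a no-wash calcium kit. Compound was pin-added after a 10 s baseline. Fluorescence was read kinetically at 1 cycle/s for 180 s, with calcium rises flagged as agonism.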
D1 potentiator = human D1 dopamine receptor positive modulation | HEK293 TREx D1 cells, calcium flux, dopamine EC20 potentiation | potentiation, % at 10 µM | hit rate 0.036% among 360,000 | AID 504651; in the data active = potentiation above about 30%; note: 0% is about no effect
Starred values were filed as active, the others as inactive; ? = inconclusive; / = no result given. Cut-off read from the data, not from the text of the source, unless noted: active = activation above about 30%; inactive = the rest.

SMILES	RXFP1 antagonist	D2 antag	D2 agonist	D1 antagonist	TRHR PAM	TRHR agonist	D2 PAM	D1 ag	D1 potentiator
Cc1nn(C)c(C)c1C1C(C#N)=C(N)OC2=C1C(=O)CCC2 (configuration not stated)	-18	3	0.8	3	-6	0.1	-6	1	-5
O=C(CSc1nnnn1C1CCCC1)Nc1ccc(F)cc1	-5	-3	-0.2	25	23	-0.1	24	3	-3
Cc1cccc(OCC(=O)N=Nc2c(O)[nH]c3ccc([N+](=O)[O-])cc23)c1	-1	-6	-0.3	2	5	0.3	0	2	-3
Cn1c(=O)c2c(ncn2CC(=O)OCC(=O)NCCc2ccccc2)n(C)c1=O	-21	0	-0.2	-24	-6	-0.2	8	2	2
COc1ccc2[nH]c(=O)c(CN(CCCN(C)C)C(=O)Nc3ccccc3)cc2c1	-16	/	/	14	-4	-0.1	/	1	-3
Cc1ccc(C2CC(c3cccs3)=NN2C(=O)CSc2nc(=O)n3ccc(C)cc3n2)cc1 (configuration not stated)	/	8	0.1	34	-4	0.5	8	8	-3
O=C(NNC(=O)c1ccc(=O)[nH]c1)c1ccc(NS(=O)(=O)c2cccs2)cc1	0	13	-0.1	36	-6	0.1	-13	2	2
O=C(N/N=C/c1ccc2c(c1)OCO2)c1ccc(Cn2cc([N+](=O)[O-])cn2)o1	2	4	0.6	-5	5	0.5	-1	5	-6
Cc1nnc(SCC(=O)Nc2ccc(C(N)=O)cc2)n1-c1ccccc1	-3	-9	-0.2	-8	2	0.4	-8	2	-1
O=c1[nH]n2c(=O)c3c([nH]c2c1N=Nc1cccc(Cl)c1)CCCC3	3	19	12	-11	-3	-0.1	-8	0	-2
CCc1cc(=O)oc2c(C)c3c(cc12)CN(CCc1ccccc1OC)CO3	-4	/	19	5	1	20	/	14	2
CCc1ccc(NC(=O)Cn2cnc3nc4c(cc3c2=O)CCCC4)cc1	-6	/	0.1	-32*	15	-0.6	8	6	-3
CC(C)(C)C(=O)NC1(C(F)(F)F)NC(=O)N(c2ccccc2F)C1=O (configuration not stated)	0	-17	0.0	5	-2	0.4	6	1	3
O=C(N/N=C/c1ccc(O)c([N+](=O)[O-])c1)c1ccncc1	-8	-9	-0.7	30	-6	0.5	7	0	3
CCN(CC)c1nc(-c2ccc(C(C)(C)C)cc2)nc2ccccc12	-14	/	-0.1	-7	4	0.8	3	1	0
Nc1ncn(C23CC4CC(CC(C4)C2)C3)n1	-5	-5	0.7	-2	-5	0.5	-6	2	1
COc1ccccc1OCC(=O)c1[nH]c(C)c(C(C)=O)c1C	-15	8	1.2	-28	2	0.4	17	10	-4
CCOc1ncccc1C(=O)NCc1ccccc1Cl	-2	-1	0.6	1	-1	-0.6	-2	2	-7
CCN(CC)S(=O)(=O)c1ccc(NC(=O)C2c3ccccc3Oc3ccccc32)cc1	1	-6	4.1	12	-2	1.2	1	26	-1
Cc1ccc(NC(=O)C(=O)NCCOc2ccc(Cl)cc2)c(C)c1	25	-1	-0.2	0	-2	-1.0	1	27	-9
COCCNC(=O)CN(C)S(=O)(=O)c1ccc(Br)cc1	/	/	/	-7	-1	-0.2	-9	2	0
CC(=O)Nc1ccc(NC(=O)C(C)OC(=O)C2(c3ccc(Cl)cc3)CCCC2)cc1 (configuration not stated)	16	2	4.6	11	7	0.6	11	12	-1
O=C(/C=C/c1ccccc1Cl)N(c1ccccn1)C1CCCCC1	-16	99*	77*	-11	4	0.2	-28	2	-3
COCCNC(=O)CCC(=O)N1Cc2cccc(OC)c2Oc2ncccc21	-16	/	-1.3	-8	-8	-1.7	3	5	-3
N#CC(C(=O)Nc1cccc(Cl)c1)=C1Nc2ccccc2N1	18	-19	0.6	-12	1	0.2	0	-1	-3
The results go on.
SMILES	RXFP1 antagonist	D2 antag	D2 agonist	D1 antagonist	TRHR PAM	TRHR agonist	D2 PAM	D1 ag	D1 potentiator
CC1=CC(C)(C)N(C(=O)C(C)N2C(=O)c3ccccc3C2=O)c2c(C)cc(C)cc21 (configuration not stated)	/	13	-1.3	-7	-6	-0.4	3	0	-2
O=C(CCCc1cccs1)Nc1ccc2c(c1)OCO2	-3	-9	0.5	5	-1	-1.3	-8	1	-2
CCOc1cc(C2C3=C(CCCC3=O)N(C)C3=C2C(=O)CCC3)cc(Cl)c1O	-5	-6	0.5	14	-4	-0.2	0	2	-4
CC(C)(C)N1OC2CC1c1nc3ccccc3n1C2 (configuration not stated)	/	11	0.3	0	1	0.6	10	4	-1
NC(=O)COC(=O)[C@H](Cc1c[nH]c2ccccc12)NC(=O)c1ccc(F)cc1	-28	10	0.2	-11	-4	0.2	-17	-2	3
Cn1nnnc1SCC(=O)c1ccc(Br)s1	-12	23	0.3	-10	-3	-0.1	-7	1	-1
OCCOCCNc1ncnc2sc(-c3ccccc3)cc12	-4	6	0.7	-2	1	-0.9	-2	1	-3
CCCCOC(=O)CCn1[nH]c(=O)c2ccccc2c1=O	-2	-7	0.3	-16	4	0.2	0	2	-6
CC1(C)Cc2nc3sc4c(OCc5ccccc5)ncnc4c3cc2CO1	-2	9	0.5	10	-16	0.7	-6	1	-9
COC(=O)c1[nH]c2ccccc2c1NC(=O)CN1CCN(c2cccc(OC)c2)C(C)C1 (configuration not stated)	-18	/	/	15	1	-0.2	/	1	-4
CCOc1nc(NC(=O)NS(=O)(=O)c2cccc(Cl)c2)nc(-c2ccccc2)n1	4	-3	-0.4	4	10	-0.5	7	2	-1
NC(=O)c1ccc(-n2nnnc2SCC(=O)Nc2ccc(F)cc2)cc1	-8	-4	-0.8	-8	-5	-0.6	-6	0	-5
O=C(CN1CCN(c2ncc(C(F)(F)F)cc2Cl)CC1)NCCNc1ncc(C(F)(F)F)cc1Cl	-6	28	0.5	5	5	0.5	8	3	1
O=C(Cc1cccc2ccccc12)Nc1nc(-c2cccc([N+](=O)[O-])c2)cs1	-2	/	/	1	-4	-0.5	/	0	-2
Cc1ccc(-c2csc(C3C(N)=NC(S)=C(C#N)C34CCCCC4)n2)cc1 (configuration not stated)	?	-5	-1.6	-5	2	-0.4	11	-2	1
CCCC(C(=O)NCCC(C)C)N(Cc1ccccc1)C(=O)c1snc(C(N)=O)c1N (configuration not stated)	-9	23	-0.5	3	-7	-0.5	-2	4	-4
COc1cc(OC)c(C2SCCS2)c(OC)c1	-7	11	-0.2	11	-1	-0.3	9	-1	-6
COc1cccc(CNC(=O)CN2C(=O)N(c3cc(C)ccc3C)S(=O)(=O)c3ccccc32)c1OC	/	/	0.5	0	-7	-0.3	-2	4	-3
Oc1ccccc1CNc1ccc(Br)cn1	?	-2	0.1	-1	-12	-0.6	-9	0	-10
CN(C)S(=O)(=O)c1cccc(C(=O)NCc2ccco2)c1	0	-15	0.2	-7	9	0.8	3	2	1
Cc1cc(-c2nnc3sc(-c4ccc(Cl)cc4Cl)nn23)n[nH]1	-18	-3	1.1	-6	-1	-0.2	-2	5	-13
CC(NC(=O)c1cc(Br)ccc1Cl)c1ccccc1 (configuration not stated)	-36	-10	0.2	-46*	1	-0.1	1	0	-6
COc1ccc(NC(=O)Nc2nc3ccccc3s2)cc1	-17	-13	1.0	21	9	0.6	14	18	-3
CC(C)c1nc(-c2ccccc2)c(-c2ccccc2)[nH]1	-1	/	/	-12	3	-0.7	/	9	-3
Cc1ccc(S(=O)(=O)c2nc(Nc3nccs3)sc2Cl)cc1	-19	-2	-0.8	4	30*	0.9	1	2	0
Further structures
SMILES	RXFP1 antagonist	D2 antag	D2 agonist	D1 antagonist	TRHR PAM	TRHR agonist	D2 PAM	D1 ag	D1 potentiator
CCc1ccccc1NC(=O)C(C)n1nc(-c2ccc(C)c(C)c2)ccc1=O (configuration not stated)	-26	/	8.4	3	-5	0.2	19	-3	2
COC(=O)C(Cc1ccccc1)NCC(=O)Nc1cccc(Cl)c1C (configuration not stated)	-6	0	0.8	-23	-12	-0.2	-7	4	-7
O=C(CCCn1c(=O)[nH]c2ccccc2c1=O)NC1CCCCCC1	8	2	0.1	-12	1	-0.6	5	2	-11
C=C(C)C1CC=C(C)/C(=N/NC(=O)COc2cccc3ccccc23)C1 (configuration not stated)	-1	-6	-0.6	5	11	-0.7	-6	0	1
CSc1nnc2n(-c3ccc(C)cc3)c(=O)c3c4c(sc3n12)COC(C(C)C)C4 (configuration not stated)	/	/	/	5	-4	-0.8	/	0	-1
CCCC(=O)c1c[nH]c(C(=O)NCCCN2CCOCC2)c1	3	10	0.1	-7	9	1.4	-3	2	-3
Cn1cc(CN2CCC(C(=O)N3CCCC3)CC2)c(-c2ccccc2F)n1	3	-30	1.6	18	-7	1.5	-15	2	-3
COc1ccccc1NC(=O)Nc1c(C)nn(C)c1C	8	/	/	-7	0	0.0	/	2	-3
Cc1cc(Nc2ccccc2Br)n2nc(C)nc2n1	-7	3	0.4	6	1	0.2	-7	-3	-4
O=C(CCN1C(=O)C2C3C=CC(C3)C2C1=O)N1CCCCC1 (configuration not stated)	-6	15	1.7	-10	5	0.0	-6	1	2
COc1ccc(NC(=O)CSc2nc3ccccc3nc2N2CCCC2)cc1Cl	-2	-5	0.1	13	-9	0.5	-2	4	-6
Cc1cc([N+](=O)[O-])cnc1Sc1nccn1C	7	9	0.3	13	-7	-0.2	6	-1	-5
CCC(=O)NC(Nc1nc(C)cs1)(C(=O)OC)C(F)(F)F (configuration not stated)	2	3	1.0	8	3	0.4	-2	2	1
O=C1C(Cl)=C(NCC2CCCO2)C(=O)N1C1CCCCC1 (configuration not stated)	-8	9	0.2	18	7	-1.1	4	4	-6
Cn1nc(-c2ccccn2)nc2c(=O)n(C)c(=O)nc1-2	9	-8	2.5	12	-4	1.1	7	0	4
CN=C(Nc1ccc(C(=O)OC)s1)c1ccc(Cl)cc1	0	6	2.4	-14	-1	4.2	9	1	-2
Cc1ccc(C(=O)NCC(=O)Nc2ccc3c(c2)OCCO3)cc1	4	-18	0.4	12	1	-0.2	-1	3	1
O=C(C[n+]1cc(-c2ccc(Cl)cc2)n2c1CCC2)Nc1nc(-c2ccc(F)cc2)cs1	-8	-14	-1.2	-6	-4	-0.2	-21	1	-10

Quoted at random: 4 records from the list
SMILES	RXFP1 antagonist	D2 antag	D2 agonist	D1 antagonist	TRHR PAM	TRHR agonist	D2 PAM	D1 ag	D1 potentiator
O=C(C[n+]1cc(-c2ccc(Cl)cc2)n2c1CCC2)Nc1nc(-c2ccc(F)cc2)cs1	-8	-14	-1.2	-6	-4	-0.2	-21	1	-10
Cc1ccc(C(=O)NCC(=O)Nc2ccc3c(c2)OCCO3)cc1	4	-18	0.4	12	1	-0.2	-1	3	1
Cc1cc(Nc2ccccc2Br)n2nc(C)nc2n1	-7	3	0.4	6	1	0.2	-7	-3	-4
CCCC(=O)c1c[nH]c(C(=O)NCCCN2CCOCC2)c1	3	10	0.1	-7	9	1.4	-3	2	-3

Whole records, looked up by structure. Order of values: RXFP1 antagonist | D2 antag | D2 agonist | D1 antagonist | TRHR PAM | TRHR agonist | D2 PAM | D1 ag | D1 potentiator
CCc1ccccc1NC(=O)C(C)n1nc(-c2ccc(C)c(C)c2)ccc1=O (configuration not stated) is listed as -26 | / | 8.4 | 3 | -5 | 0.2 | 19 | -3 | 2
O=C1C(Cl)=C(NCC2CCCO2)C(=O)N1C1CCCCC1 (configuration not stated) is listed as -8 | 9 | 0.2 | 18 | 7 | -1.1 | 4 | 4 | -6

Screening results as filed in PubChem BioAssay.
